PLCg1 inh: PLC-gamma1 enzyme inhibitors, primary screen, biochemical, fluorescence, purified enzyme; fluorogenic substrate; inhibition, % at 12.2 µM; hit rate 0.84% among 370,000; in the data active means inhibition above about 9.5%
Rev-erbA mod: modulators of Rev-erb alpha DNA binding, primary screen, biochemical, FITC-DNA, fluorescence polarization, uHTS. Nuclear receptor subfamily 1 group D member 1 (Homo sapiens), P20393. Rev-erbα–FITC-DNA binding, 90 min. activity, % at 10 µM. hit rate 0.79% among 370,000. AID 1259318, 2017;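 active means activity above about 14%, limit read from the data; passing the limit was not always enough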;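 further: 0% = DMSO wells with 35 nM protein and 100% = DMSO wells with 750 nM protein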
ARFGAP1 inhibitor: inhibitors of rat ARFGAP1 GAP activity, primary screen, biochemical, fluorescence polarization, GDP tracer; inhibition, % at 16.5 µM; Arfgap1-stimulated ARF1 GTP hydrolysis, GDP FP detection; ADP-ribosylation factor GTPase-activating protein 1 (Rattus norvegicus), Q62848; AID 651572, 2012; hit rate 0.26% among 360,000;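 active means inhibition above a per-plate limit, mean inhibition of low control wells plus 3 SD, cut at about 25% in these data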;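 further: 0% = DMSO wells with enzyme and 100% = wells lacking Arfgap1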
Target sequence (Q62848 1-136 limits assumed): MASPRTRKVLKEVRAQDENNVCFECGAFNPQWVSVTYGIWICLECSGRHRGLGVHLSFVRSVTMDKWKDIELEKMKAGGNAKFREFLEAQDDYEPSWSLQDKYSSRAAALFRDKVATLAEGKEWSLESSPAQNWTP
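Replicates: Single well per compound | Assay system: Truncated rat Arfgap1 GAP domain | Control set: No-Arfgap1 wells (100%) versus DMSO full-reaction wells (0%) | Times: Enzyme reaction 120 min at 25 °C after 20 min preincubation | Reagent: Human ARF1(Δ1-17)-GTP substrate | Measured by: Tracer-displacement fluorescence polarization with EDTA stop, 620/688 nm | Measure: Percent inhibition of Arfgap1-stimulated GTP hydrolysis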
DDE Tn6 FP inh: inhibitors of Tn6 peptide binding to fibrin DD(E), primary screen, biochemical, fluorescence polarization, human fibrin, Tn6 probe; Fibrinogen beta chain (Homo sapiens), P02675; Fibrin DD(E) TRITC-Tn6 fluorescence polarization displacement; inhibition, % at 8.3 µM; hit rate 0.21% among 370,000;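 active means inhibition above a per-campaign cutoff: mean of compounds within control limits plus 3 SD, cut at about 15% in these data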;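 further: 0% = median of all compound wells on the plate and 100% = blocking peptide control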
ASAP1 inh: inhibitors of human ASAP1 ArfGAP activity, primary screen, biochemical, fluorescence polarization. Arf-GAP with SH3 domain, ANK repeat and PH domain-containing protein 1 (Homo sapiens), …. ASAP1-stimulated ARF1 GTP hydrolysis, GDP FP detection. inhibition, % at 16.5 µM. hit rate 0.19% among 360,000; in the data active means inhibition above about 25%;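 further: 0% = vehicle with enzyme and substrate and 100% = no enzyme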
Target sequence (Q9ULH1 325-724 limits assumed): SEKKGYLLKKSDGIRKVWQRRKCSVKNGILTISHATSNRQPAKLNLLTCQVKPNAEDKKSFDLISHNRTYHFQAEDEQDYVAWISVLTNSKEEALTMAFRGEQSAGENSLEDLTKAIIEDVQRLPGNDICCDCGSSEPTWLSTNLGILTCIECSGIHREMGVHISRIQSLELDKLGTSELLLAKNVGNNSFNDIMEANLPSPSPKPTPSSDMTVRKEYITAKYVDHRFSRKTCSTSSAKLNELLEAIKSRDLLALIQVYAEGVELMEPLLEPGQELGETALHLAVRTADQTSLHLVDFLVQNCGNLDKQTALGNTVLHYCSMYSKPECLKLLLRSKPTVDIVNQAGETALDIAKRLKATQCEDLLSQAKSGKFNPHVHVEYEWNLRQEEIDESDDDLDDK
Tn7 DDE FP: inhibitors of Tn7 peptide binding to fibrin DD(E), primary screen, biochemical, fluorescence polarization, human fibrin, Tn7 probe. inhibition, % at 8.3 µM. hit rate 0.13% among 370,000. FP displacement of FITC-Tn7 peptide from fibrin DD(E); 0% = median of compound wells per plate. Fibrinogen beta chain (Homo sapiens), P02675;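 active means inhibition above the mean of compounds falling within the control limits plus 3 SD of them, cut at about 14% in these data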;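 further: 0% = plate median of compound wells and 100% = 10 µM Aha-Tn7 peptide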
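Assay system: human fibrin DD(E) protein / Input: 2 µM fibrin DD(E) / Benchmarks: high control of 10 µM Aha-Tn7 peptide / Measured by: fluorescence polarization of the labelled Tn7 tracer / Medium: Tris buffer with calcium and detergent, pH 7.8 / Timing: 10 min compound pre-incubation, 3 h probe incubation at room temperature / Repeats: one replicate per compound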
sPLA2-III inh: human group III sPLA2 inhibitors, primary screen, biochemical, QFRET, BODIPY PC-A2 liposome substrate. AID 743126, 2013. inhibition, % at 12.2 µM. QFRET BODIPY PC-A2 liposome hydrolysis, fluorescence. hit rate 0.56% among 370,000;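 active means inhibition above mean plus 3 SD of compounds lying within the high and low control bounds, cut at about 19% in these data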;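 further: 0% = median of test compound wells and 100% = no enzyme DMSO wells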
proKLK7 act: proKLK7 zymogen activators, primary screen, biochemical, fluorescence intensity. Kallikrein-7 (Homo sapiens), P49862. purified proKLK7, EDANS-DABCYL substrate fluorescence; 100% is mature enzyme control, 0% vehicle. activation, % at 7 µM. hit rate 0.9% among 370,000. AID 652039, 2013;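 active means activation above the mean of all tested compounds plus 3 SD, computed per campaign excluding outliers beyond control limits, cut at about 13% in these data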
Target sequence (P49862 whole entry, looked up): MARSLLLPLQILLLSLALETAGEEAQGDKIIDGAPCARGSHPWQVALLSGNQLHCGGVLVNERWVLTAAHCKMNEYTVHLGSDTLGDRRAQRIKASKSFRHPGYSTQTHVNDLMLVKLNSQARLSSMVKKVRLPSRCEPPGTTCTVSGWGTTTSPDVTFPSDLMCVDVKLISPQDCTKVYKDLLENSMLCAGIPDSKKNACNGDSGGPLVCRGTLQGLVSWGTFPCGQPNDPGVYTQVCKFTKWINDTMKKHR
UHRF1 binding: UHRF1 methylated DNA binding inhibitors, primary screen, counter-screen for MBD2 inhibitor project, biochemical, TR-FRET, human UHRF1, single concentration. AID 687016, 2013. E3 ubiquitin-protein ligase UHRF1 (Homo sapiens), Q96T88. inhibition, % at 4.4 µM. UHRF1 binding to methylated oligo. hit rate 0.75% among 370,000; in the data active means inhibition above about 21%;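 further: UHRF1 SRA domain binding a hemimethylated CpG hairpin DNA probe; 0% = median of test compound wells and 100% = reference inhibitor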
PLCb3 inh: human PLC-beta3 inhibitors, primary screen, biochemical, fluorescence; Purified PLC-beta3, fluorogenic substrate; inhibition, % at 12.2 µM; hit rate 0.18% among 370,000; AID 720704, 2013; in the data active means inhibition above about 11%;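 further: 0% = median of compound wells on plate and 100% = full blocker control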
An asterisk follows results filed as active; x = no result given.

smiles | PLCg1 inh | Rev-erbA mod | ARFGAP1 inhibitor | DDE Tn6 FP inh | ASAP1 inh | Tn7 DDE FP | sPLA2-III inh | proKLK7 act | UHRF1 binding | PLCb3 inh
CCOc1cccc(C(=O)Nc2ccc3oc(Cc4ccc(Cl)cc4)nc3c2)c1 | 1 | -1 | -6 | 2 | 16 | 1 | -25 | 0.3 | 0 | -4
O=[N+]([O-])c1cc(S(=O)(=O)N2CCCC2)ccc1N/N=C1/CCCc2ccccc21 | 0 | 11 | 13 | 4 | 6 | 1 | 5 | 0.2 | -1 | 2
O=C(NCc1ccccc1)C(c1cccs1)N(C(=O)c1csnn1)C1CC1 (stereo not drawn) | 1 | 0 | 1 | -4 | 8 | 5 | -2 | 0.1 | 0 | 1
COc1cc(Cl)c(C)cc1NC(=O)CN1C(=O)C2CC=CCC2C1=O (stereo not drawn) | -2 | 2 | -12 | 8 | -2 | 0 | -3 | -0.1 | -1 | -3
O=C(/C=C/c1ccccc1)COC(=O)c1ccccc1 | -1 | -6 | -2 | -8 | -3 | -3 | -20 | -0.4 | 6 | 0
O=[N+]([O-])c1ccc(-c2cc(-c3ccncc3)nc3ccc4ccccc4c23)cc1 | 5 | 5 | -6 | -5 | -1 | -2 | -2 | -0.7 | 4 | 3
COc1ccc(NS(=O)(=O)/C=C/c2ccc(OC)c(OC)c2)cc1 | 1 | 1 | 3 | -2 | 8 | 1 | -11 | 0.1 | -1 | 3
O=C1CC(N2CCN(c3ccccc3)CC2)C(=O)N1c1cccc(Br)c1 (stereo not drawn) | -1 | 0 | 0 | 0 | -7 | -3 | -6 | 0.2 | 1 | -7
CN(C)CCCN=c1cc(-c2ccccc2)oc2ccc(Cl)cc12 | -9 | -7 | -4 | 2 | -1 | 8 | -2 | -0.1 | -1 | -3
O=C1CCCN1CC(=O)N1CCCC(N2CCN(c3cccc(Cl)c3)CC2)C1 (stereo not drawn) | -3 | 0 | -3 | -9 | 14 | 7 | 0 | -0.5 | 1 | 0
COc1ccc(-c2nnc(SCC(=O)Nc3ccc(S(=O)(=O)Nc4nccs4)cc3)n2-c2ccc(OC)cc2)cc1 | 1 | -3 | x | 2 | x | 0 | -28 | 0.1 | 0 | 3
CCN(CC)c1ccc(/C=N/NC(=O)c2c(-c3ccccc3)noc2C)cc1 | -56 | -3 | 14 | 3 | 4 | -6 | 3 | -2.9 | -7 | -90
Nc1nnnn1/N=C/c1ccc(F)cc1 | -1 | -1 | 4 | 5 | -8 | 3 | 0 | -0.2 | -2 | 3
O=C(Cn1cnc([N+](=O)[O-])n1)N/N=C/c1cccc(Cl)c1 | 2 | 6 | 8 | 3 | -3 | 4 | 2 | 0.5 | 1 | -1
Cc1ccc2nc3sc(C(=O)N4CCN(C)CC4)cc3cc2c1 | -14 | -9 | x | -3 | x | -4 | 4 | x | -3 | -17
CCOC(=O)c1cc(NC(=O)NCc2ccco2)c(C)nc1C | 0 | -5 | 2 | 6 | 2 | -2 | -1 | -0.1 | 0 | -3
COc1ccc(-n2cnnc2SCC(=O)NC2CCCCC2)cc1 | 1 | -1 | -7 | -1 | 14 | 0 | 2 | 0.0 | 1 | -2
COc1ccc2nc3ccccc3nc2c1NC(=O)c1ccc(Cl)cc1Cl | 1 | -5 | -10 | 1 | -11 | 8 | 7 | 0.3 | -2 | 1
Cc1ccc(N2C(=O)NC(NC(=O)C(C)(C)C)(C(F)(F)F)C2=O)cc1 (stereo not drawn) | 2 | 3 | -1 | -10 | 8 | 2 | 11 | -0.4 | 6 | -2
CC(C)[C@@H](N)C(=O)NC[C@H]1O[C@@H](n2cnc3c(=O)[nH]c(N)nc32)[C@H](O)[C@@H]1O | 0 | -3 | 8 | -1 | -16 | -2 | 2 | 0.5 | -1 | 3
CCN1C(=O)[C@H]2[C@H]3CN=C(SCc4ccc(C(=O)OC)cc4)N3[C@@](C)(C(=O)OC)[C@H]2C1=O | 0 | -6 | 7 | 3 | -9 | -1 | -3 | 0.1 | 0 | 1
Brc1ccc(-c2cn3c(n2)SCC3)cc1 | -1 | -7 | -6 | -7 | -16 | 5 | 3 | 0.2 | 1 | 1
C=CCOC(=O)C(=O)/C=C/c1coc2ccccc2c1=O | -14 | 3 | 11 | 5 | -4 | -5 | -12 | -20 | 1 | -14
C[C@@H]1CN([C@@H](C)CO)C(=O)c2cc(NS(=O)(=O)c3cccs3)ccc2O[C@H]1CN(C)Cc1ccc(C(F)(F)F)cc1 | -2 | 2 | 4 | -5 | -10 | 7 | -31 | -0.5 | -3 | -1
CC(=O)Nc1ccc(NC(=O)c2c(-c3ccccc3Cl)noc2C)cc1 | -1 | -2 | -6 | 5 | -8 | 0 | 8 | 0.1 | 1 | -6
CCOc1ccc(NC(=O)CN(C)C(=O)c2ccc(COc3ccccc3)o2)cc1OCC | 2 | -2 | 14 | -9 | -1 | 0 | -8 | -0.1 | -3 | -2
On1c(-c2ccccc2)nc2ccc(Cl)cc21 | -46 | 4 | -2 | -2 | -4 | 5 | 0 | 0.1 | 5 | -50
CCn1cc(CNC(=O)c2ccc(C)s2)cn1 | -2 | -6 | -8 | 6 | -9 | -3 | -2 | -0.2 | 0 | 1
Cc1ccc(C(=O)NNC(=O)c2ccc(S(=O)(=O)N3CCCCC3)cc2)cc1 | 3 | -4 | 4 | -1 | 2 | 6 | -24 | -0.2 | 3 | -5
CCCN(CC(=O)Nc1ccccc1OC)C(=O)CCC(=O)c1ccc(Cl)s1 | 0 | -2 | -15 | 5 | 1 | 4 | -7 | 0.5 | 2 | -9
Cc1cccc(CN2CCC(Oc3ccc(C(=O)N4CCCC4)cc3)CC2)n1 | -4 | 2 | 6 | -1 | -2 | -2 | -1 | 0.2 | -1 | -6
O=C(Nn1cnc2ccccc2c1=O)c1ccc([N+](=O)[O-])cc1 | 0 | 5 | -5 | 7 | -2 | 1 | 2 | 0.6 | -2 | 2
NC(=O)C1CCN(CC(=O)Nc2ccc3c(c2)OCO3)CC1 | -1 | -2 | 19 | 1 | 1 | 6 | 3 | 0.1 | -2 | 4
CC1(c2nnc(-c3cccc(Cl)c3)o2)CC(c2ccccc2)=NO1 (stereo not drawn) | -2 | 2 | 1 | 2 | -5 | -6 | 0 | 0.0 | 0 | -1
COc1ccc(CN2CCN(c3nc4ccccc4s3)CC2)cc1 | -1 | -2 | 10 | 3 | -10 | 5 | -2 | 0.3 | -2 | -6
COc1ccc(C2CC(=O)C(c3ccc(C)cc3)=CN2Cc2ccccc2)cc1 (stereo not drawn) | -56 | -5 | -4 | -4 | -3 | 7 | 3 | -0.9 | -1 | -81
Cc1onc(-c2c(F)cccc2Cl)c1C(=O)NC(=S)Nc1c(C)n(C)n(-c2ccccc2)c1=O | 4 | 2 | 1 | 2 | -3 | -2 | 6 | 0.4 | 2 | 3
Cc1ccc(C)c(OCC(O)CN2CCc3ccccc3C2)c1C (stereo not drawn) | 3 | -5 | 6 | 2 | -1 | -7 | 0 | 0.7 | -3 | -5
CC1CCN(c2cc(C#N)c(C#N)cc2[N+](=O)[O-])CC1 | 2 | 3 | 4 | 4 | -9 | 7 | -2 | 0.3 | 1 | 4
CCC1(c2ccccc2)NC(=O)N(CC(=O)Nc2ccccc2C(=O)NC2CC2)C1=O (stereo not drawn) | -5 | 6 | 6 | 1 | -3 | -2 | 2 | 0.1 | 4 | -7
C=CCNC(=S)Nc1cc(S(=O)(=O)N2CCOCC2)ccc1-n1cncn1 | 0 | -1 | -1 | -5 | -9 | 2 | 12 | 0.1 | 0 | 0
S=C(NCc1ccccn1)NN=Cc1ccccn1 | -1 | -3 | 3 | 5 | -9 | 6 | -5 | -0.1 | 2 | -5
CC(C)NS(=O)(=O)c1ccc(OCC(=O)Nc2ccc(F)cc2)cc1 | 2 | -6 | 22 | -2 | -2 | 9 | -7 | 0.0 | -3 | 3
CCOC(=O)c1ccc2ncc(C(=O)OCC)c(Nc3ccc(N4CCOCC4)cc3)c2c1 | 2 | -3 | 6 | -2 | -14 | -5 | -1 | 0.5 | -2 | 3
COc1ccc(-c2[nH]ncc2C2N=C(N)Nc3nc4ccccc4n32)cc1 (stereo not drawn) | 8 | -1 | 6 | 2 | 2 | -6 | 2 | 1.0 | -1 | -4
O=[N+]([O-])c1cccc(C=Nc2cc3c(cc2Br)OCCO3)c1 | 2 | 1 | -5 | -4 | -6 | -1 | 5 | -0.6 | 2 | 2
O=C(NCc1ccncc1)/C(=N/O)c1ccccc1 | 1 | -2 | 3 | 2 | -8 | 0 | 13 | -0.1 | 1 | 3
C=CCn1c(Cc2cccs2)nnc1SCC(=O)Nc1ccc(C(=O)OCC)cc1 | 6 | -2 | 11 | -1 | -8 | -2 | -21 | 0.1 | 4 | 5
O=C(c1ccccc1)c1cc2ccccc2oc1=O | 4 | -1 | 0 | 5 | 4 | -2 | 6 | -0.4 | 1 | 5
Cc1c(N(C)C(=O)c2ccc3c(c2)OCO3)c(=O)n(-c2ccccc2)n1C | 1 | -6 | -12 | 2 | 8 | -4 | -3 | -0.4 | 2 | 0

3 compounds out of the list, sorted by count of non-hydrogen atoms, smallest number first.
smiles | PLCg1 inh | Rev-erbA mod | ARFGAP1 inhibitor | DDE Tn6 FP inh | ASAP1 inh | Tn7 DDE FP | sPLA2-III inh | proKLK7 act | UHRF1 binding | PLCb3 inh
O=C(NCc1ccncc1)/C(=N/O)c1ccccc1 | 1 | -2 | 3 | 2 | -8 | 0 | 13 | -0.1 | 1 | 3
CC(C)NS(=O)(=O)c1ccc(OCC(=O)Nc2ccc(F)cc2)cc1 | 2 | -6 | 22 | -2 | -2 | 9 | -7 | 0.0 | -3 | 3
Cc1onc(-c2c(F)cccc2Cl)c1C(=O)NC(=S)Nc1c(C)n(C)n(-c2ccccc2)c1=O | 4 | 2 | 1 | 2 | -3 | -2 | 6 | 0.4 | 2 | 3

Compound activity: PubChem, several laboratories
